Tau fibril FP: tau fibrillization inhibition (FP); K18 P301L tau heparin fibrillization, Alexa594 FP, 6 h; Potency, µM (top dose mostly 57.7 µM), for the others: top-dose activity, negative = inhibition, hits mostly inhibitors; actives 0.39% (n = 280,000); also: % is scaled to controls: 0 for no effect and ±100 for the full control effect; nearly all actives have a fitted effect of over 55% in size
Target sequence (P10636 561-689 P618L limits assumed): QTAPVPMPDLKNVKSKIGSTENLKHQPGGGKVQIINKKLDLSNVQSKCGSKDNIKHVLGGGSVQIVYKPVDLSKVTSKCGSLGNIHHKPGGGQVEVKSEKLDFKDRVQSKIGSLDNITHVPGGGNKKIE
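Compound effects on tau fibrillization are measured by Alexa 594 fluorescence polarization (ex 555, em 632 nm). K18 P301L tau is used at 15 uM with 0.24 uM labeled tracer, and 20 uM heparin induces aggregation over 6 hr at 37 C.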
HTT ATP protect: cytoprotection in Huntington HTT-Q103 PC12 cell model. PC12 HTT-Q103 induced, cytoprotection, ATP luminescence, 40 h. Potency, µM (doses to about 56.4 µM), without a hit: cytoprotection (ATP increase), usual class: activators. actives 0.14% (n = 230,000). AID 1471;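 also: % of control where 0% means no effect; nearly all actives have a fitted effect of over 45% in size; toxic huntingtin expression switched on by the ecdysone agonist tebufenozide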
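Quantitative HTS on tebufenozide-induced (100 nM) PC12 cells expressing HTTQ103 exon 1–GFP; compounds tested as a concentration series; survival measured via cellular ATP.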
GLA spleen mod: inhibitors or activators of human alpha-galactosidase in spleen homogenate; actives 0.008% (n = 240,000); Potency, µM (top dose mostly 80 µM), for the others: at the top dose activity change, negative = inhibition, usual class: inhibitors; human spleen homogenate, 4MU-alpha-Gal fluorescence, 40 min;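 also: 0% = enzyme with vehicle and -100% = no enzyme basal signal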
Target sequence (P06280 32-429 limits assumed): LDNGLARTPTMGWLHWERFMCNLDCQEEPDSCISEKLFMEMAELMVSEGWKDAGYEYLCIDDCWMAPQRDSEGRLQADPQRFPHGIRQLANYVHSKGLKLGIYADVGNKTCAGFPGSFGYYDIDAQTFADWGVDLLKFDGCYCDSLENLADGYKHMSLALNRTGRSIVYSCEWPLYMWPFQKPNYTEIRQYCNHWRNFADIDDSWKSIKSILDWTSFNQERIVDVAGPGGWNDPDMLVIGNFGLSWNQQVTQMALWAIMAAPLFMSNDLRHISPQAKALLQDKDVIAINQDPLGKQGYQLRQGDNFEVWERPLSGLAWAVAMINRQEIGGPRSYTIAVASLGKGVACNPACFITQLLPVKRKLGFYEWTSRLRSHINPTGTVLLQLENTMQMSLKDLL
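Spleen homogenate 1 ug + cpd (titration) + 4-MU-alpha-D-galactopyranoside 1 mM; 37C 40 min; 50 mM citrate/phosphate pH 5.0, 0.01% Tween-20; stop pH 10; fluorescence 365/440; AC50 via Hill.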
GAA inh: alpha-glucosidase (human) inhibition. P10253. purified human GAA, 4-MU-alpha-glucoside fluorescence. Potency, µM (titrated, usually from 76.9 µM), inactives show at the highest dose activity change, negative = inhibition, actives largely listed as inhibitors. actives 0.005% (n = 200,000);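 also: plate controls were uninhibited enzyme wells for no effect and no-enzyme background for full effect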
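Endpoint fluorogenic read: 20 min room-temperature reaction of 4 nM human alpha-glucosidase with 400 uM 4-methylumbelliferyl-alpha-D-pyranoside, pH 5.0, quenched with 1M NaOH/1M glycine pH 10. AC50 from Hill modeling.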
Tau fluor counter: counter-screen for tau fibril formation inhibitors; actives 0.93% (n = 280,000); tau K18 P301L Alexa594 fluorescence, heparin fibrillization; Potency, µM (titrated, usually from 57.7 µM), for the others: at the top dose activity change, negative = decrease; also: % is scaled to controls: 0 for no effect and ±100 for the full control effect; nearly all actives have a fitted effect of over 55% in size
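Human K18 P301L tau (15 uM unlabeled plus 0.24 uM Alexa 594-labeled, final) in 100 mM sodium acetate pH 7 was mixed with compound and 20 uM heparin and incubated 6 hr at 37 C.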
GAA spleen mod: inhibitors or activators of human alpha-glucosidase in spleen homogenate. Potency, µM (series often up to 79.9 µM), inactives show top-dose activity change, negative = inhibition, actives largely listed as inhibitors. P10253. AID 2112. actives 0.006% (n = 240,000). human spleen homogenate, 4-MU-alpha-glucoside fluorescence;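 also: 0% = enzyme with vehicle and -100% = no enzyme basal signal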
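AC50 values come from Hill-equation fits of concentration-response data, normalized to no-enzyme and full-activity controls. Enzyme source: 1 ug human spleen homogenate; 1 mM fluorogenic 4-MU glucoside, pH 5.0 citrate buffer, 37 C, 40 min.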
GAA glycogen mod: inhibitors or activators of human alpha-glucosidase glycogen cleavage. recombinant GAA, glycogen substrate, Amplex Red glucose oxidase fluorescence. Potency, µM (doses to about 76.4 µM), inactives show at the top dose activity change, negative = inhibition, usual class: inhibitors. AID 2100. actives 0.38% (n = 300,000);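 also: 0% = full enzyme reaction and -100% = no-enzyme basal signal; the screen sought inhibitors and activators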
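qHTS, 1536-well; enzyme 4 nM final; cpd up to 77 uM; substrate bovine liver glycogen 30 ug; 50 mM citrate/phosphate pH 5.0, 0.01% Tween-20; 37 C, 40 min; Amplex Red detection 45 min RT; Hill fit → AC50.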
Tau ThT inhib: tau fibrillization inhibition (ThT binding). actives 2.1% (n = 270,000). Potency, µM (highest dose often 57.4 µM), without a hit: at the top dose activity, negative = inhibition, most hits filed as inhibitors. recombinant tau K18 P301L (four-repeat tau fragment), heparin-induced fibrillization, ThT fluorescence. AID 1460; also: % is scaled to controls: 0 for no effect and ±100 for the full control effect; nearly all actives have a fitted effect of over 55% in size
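Recombinant human tau K18 fragment […] carrying P301L, 15 uM unlabeled plus 0.24 uM Alexa 594-labeled, was fibrillized with 20 uM heparin in 100 mM sodium acetate pH 7 for 6 hr at 37 C; 30 uM ThT fluorescence read after 1 hr.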
Active calls of the source: *; u = inconclusive; x = not tested or not shown; [ ] = remark or other dose. Calls follow the shape of the dose curve; as a rule, active = well fitted curve in the direction sought with a large enough effect; inconclusive = small, poorly fitted or top-dose-only effect, or another doubt; inactive = no such curve, though single readings can be large; an effect the other way counts as inactive or inconclusive. Potency is read from the fitted curve at half-maximal effect.

SMILES	Tau fibril FP	HTT ATP protect	GLA spleen mod	GAA inh	Tau fluor counter	GAA spleen mod	GAA glycogen mod	Tau ThT inhib
Cc1nc2nc(SCC(=O)NCc3ccco3)nn2c(C)c1Cc1ccccc1	-6%	-1%	1%	-3%	-5%	-19%	8%	-17%
Cc1cc(C)c(N=C2SCC(=O)N2Cc2ccco2)c(C)c1	-1%	u	2%	x	-1%	2%	-4%	-7%
Cc1ccc(C(=O)CC(c2cccs2)S(=O)(=O)c2ccc(C)cc2)cc1 (stereo unspecified)	8%	15%[10 µM]	-8%	2%	-9%	-3%	4%	-13%
O=C(NCCCn1ccnc1)Nc1ccc(Cl)cc1Cl	u	13%[10 µM]	9%	-4%	-11%	-1%	-2%	-5%
Cc1cccc(C(=O)NCCc2csc(C)n2)c1	-2%	2%[10 µM]	0%	-2%	-1%	-3%	6%	-13%
COc1ccc(S(=O)(=O)N(Cc2nc(-c3ccc(C)cc3)no2)C2CCCCC2)cc1	-10%	x	x	x	-26%	x	-8%[76.3 µM]	-5%
CSCCC(NS(=O)(=O)c1ccc2c(c1)oc(=O)n2C)C(=O)NC1CCN(Cc2ccccc2)CC1 (stereo unspecified)	4%	-12%	4%	0%	-2%	3%	9%	0%
CN1/C(=C\C(=S)NC(=O)c2ccccc2Cl)C(C)(C)c2ccccc21	5%	20%[10 µM]	-5%	-9%	-4%	-1%	11%	11µM*
O=[N+]([O-])c1ccc2nnn(O)c2c1	6%	x	-12%	-10%	8%	-12%	4%	-5%
CCOc1ccc(OC(=O)c2cccnc2)cc1	1%	-19%	-1%	-2%	-9%	0%	-6%	-21%
COc1ccc(N2C(=O)C(Cl)=C(N3CCCC3)C2=O)cc1	u	-26%	5%	-1%	-21%	3%	-1%	u
COc1ccc(-c2cc(C)nc(SCc3cccc(C(=O)O)c3)n2)cc1	5%	-1%[10 µM]	4%	1%	1%	8%	3%	1%
O=S(=O)(c1ccc(F)cc1)N1CCn2c(nc3ccccc32)C1	1%	-4%	1%	-3%	-6%	3%	-11%	-12%
COc1ccc(CN(C(=O)c2cccc(OC)c2)C2CCS(=O)(=O)C2)cc1 (stereo unspecified)	9%	14%[10 µM]	-4%	x	-3%	0%	2%	-11%
O=S(=O)(Cc1noc(-c2ccc(Cl)cc2)n1)Cc1ccco1	7%	-16%[10 µM]	13%	-11%	-12%	-2%	-9%	-5%
COc1ccc(-c2cn3c(n2)sc2cc(C(=O)NCCCN4CCCCC4)ccc23)cc1	u	x	x	x	-25%	x	5%[76.3 µM]	u
CCN(CC(=O)Nc1ccc(C(C)=O)cc1)CC(=O)Nc1ccccc1C(F)(F)F	0%	u	1%	-2%	-17%	-17%	8%	-4%
Cc1noc(C)c1S(=O)(=O)N1CCC(C(=O)N2CCN(c3ccccc3Cl)CC2)CC1	10%	9%	11%	-10%	-6%	-3%	-2%	-9%
Cc1cc(Nc2cccc(C)c2C)n2nc(C)nc2n1	1%	-13%	-3%	2%	-7%	-7%	0%	-2%
CC(C)NC(=O)c1cc2ccccc2o1	-11%	-5%[1.9 µM]	-5%	2%	-6%	8%	2%	-5%
Cc1ccc(S(=O)(=O)NCCc2nnc3ccc(SCC(=O)Nc4ccc(F)cc4F)nn23)cc1	-2%	x	x	x	-7%	x	-4%[76.3 µM]	-7%
O=c1c2ccccc2nc(SCc2nnc(-c3ccccc3Br)o2)n1Cc1ccco1	3%	8%[10 µM]	0%	u	-12%	-9%	-1%	-9%
CCCC(NCC(O)COc1ccc(-c2ccccc2)cc1)c1ccccc1 (stereo unspecified)	-1%	-141%[inhibitor]	-4%	-10%	-9%	1%	-10%	u
CCOc1cc(C)nc(Oc2ccc(=O)[nH]n2)n1	4%	-10%[0.074 µM]	7%	1%	7%	7%	2%	10%
COc1ccc(N2CCN(Cc3cc(OC)c(O)c([N+](=O)[O-])c3)CC2)cc1	-3%	x	-2%	-9%	-13%	-11%	15%	u
CC(NC(=O)Nc1ccccc1)C(c1cccs1)N1CCN(c2ccccc2)CC1 (stereo unspecified)	-4%	1%[10 µM]	7%	x	u	2%	-6%	-11%
O=C(COC(=O)[C@H](Cc1ccccc1)N1C(=O)c2ccccc2C1=O)Nc1ccc2c(c1)OCO2	0%	-4%[10 µM]	5%	u	u	-6%	-20%	-11%
CSc1nc(-c2ccccc2)nn1C(=O)c1ccco1	4%	8%[10 µM]	4%	2%	-8%	2%	-2%	u
O=C(NCCSCc1ccco1)c1ccc(CN2CCOCC2)cc1	-3%	-10%[10 µM]	22%	0%	-10%	-11%	-6%	-8%
Cc1ccc(Cn2c(/C=C/c3ccco3)nc3ccccc32)cc1	u	-86%[inhibitor][10 µM]	-3%	-6%	u	1%	-9%	25µM*
Cc1cc(C)cc(NC(=S)/C(=C(\[O-])c2ccc(Cl)cc2Cl)[n+]2ccccc2)c1	8%	-9%[10 µM]	-8%	1%	-21%	-7%	-4%	u
C=C(C)CNC(=S)N/N=C/C1=CCC2CC1C2(C)C (stereo unspecified)	-1%	10%[10 µM]	-2%	u	-20%	3%	-7%	-15%
O=C(CC1C(=O)NCCN1Cc1c(F)cccc1Cl)NCCCn1ccnc1 (stereo unspecified)	-1%	-9%[10 µM]	-5%	-5%	-4%	3%	17%	-5%
COc1ccccc1CNC(=O)CSCc1cnn(-c2ccccc2)c1-n1cccc1	-1%	-19%	5%	-3%	-17%	2%	0%	u
CCOc1ccc(/C=C/c2nc3ccccc3n2S(=O)(=O)c2cccc(Cl)c2)cc1	u	x	x	x	-26%	x	9%[76.3 µM]	-9%
CCCC1(C(=O)OC)C=C2C(=C(C)C(=O)C2C)CN1 (stereo unspecified)	-9%	1%	-4%	x	-9%	11%	x	u
CC(C)Oc1ccc(C(=O)N2CCC(c3nc4ccccc4o3)CC2)cc1	1%	x	x	x	-14%	x	-8%[76.3 µM]	-13%
COc1ccc(OC)c(NC(=O)CN(C)S(=O)(=O)c2ccc3nc(C)sc3c2)c1	18%	x	1%	1%	-6%	-4%	-9%	-5%
Nc1ccc(N2CCOCC2)c(S(=O)(=O)Nc2cc(Cl)ccc2Cl)c1	3%	15%[10 µM]	-2%	-4%	u	5%	-27%	u
CCn1c(SCC(=O)Nc2ccc(C)cc2)nnc1-c1ccc(O)cc1	10%	9%[10 µM]	4%	-10%	-1%	0%	-5%	-6%
N=c1oc2ccccc2cc1C(=O)N/N=C/c1ccccc1	-17%	4%	-5%	-1%	-14%	-21%	-27%	u
CCCCn1cc(S(=O)(=O)c2cc(C)ccc2C)c(=O)c2cc(F)c(F)cc21	-7%	x	x	x	-10%	x	9%[76.3 µM]	-8%
Cc1cc(C)cc(OCCNC(=O)C(C)N2C(=O)c3ccccc3C2=O)c1 (stereo unspecified)	-1%	-8%	5%	-3%	-11%	4%	0%	-3%
CC(=O)N1CCCc2cc(S(=O)(=O)N(CC(C)C)CC(C)C)ccc21	7%	10%	0%	1%	-3%	-8%	-4%	-11%
Cc1ccc(C(=O)N/C(=C\c2cccs2)C(=O)NCCCn2ccnc2)cc1C	-7%	-12%	4%	2%	1%	-7%	3%	7%
Cc1ccccc1Nc1oc(-c2ccccc2)nc1-c1cccs1	-6%	-15%	-5%	x	-11%	-1%	x	-13%
Cc1cccc(OCCCC(=O)Nc2ccccc2C(F)(F)F)c1	-6%	-12%	-2%	u	-7%	-4%	10%	-2%
C[C@@H]1CN(Cc2nc(-c3cccs3)no2)C[C@H](C)O1	-2%	-21%[10 µM]	6%	u	3%	1%	-8%	3%
CCN=c1scc(C)n1/N=C/c1cc(Br)c(O)c(Br)c1	15%	13%[10 µM]	1%	-5%	u	11%	14%	u
CC(C)(C)OC(=O)NCC12C=CC(O1)C1C(=O)N(Cc3ccccc3)C(=O)C12 (stereo unspecified)	-2%	4%[1.9 µM]	4%	4%	-4%	4%	5%	-20%

Molecules from the list above that have a nitro group on carbon:
SMILES	Tau fibril FP	HTT ATP protect	GLA spleen mod	GAA inh	Tau fluor counter	GAA spleen mod	GAA glycogen mod	Tau ThT inhib
O=[N+]([O-])c1ccc2nnn(O)c2c1	6%	x	-12%	-10%	8%	-12%	4%	-5%
COc1ccc(N2CCN(Cc3cc(OC)c(O)c([N+](=O)[O-])c3)CC2)cc1	-3%	x	-2%	-9%	-13%	-11%	15%	u

Later entries
SMILES	Tau fibril FP	HTT ATP protect	GLA spleen mod	GAA inh	Tau fluor counter	GAA spleen mod	GAA glycogen mod	Tau ThT inhib
CCN(Cc1ccncc1)Cc1nc(-c2ccc(C(=O)OC)cc2)no1	10%	2%[10 µM]	-4%	2%	6%[2.34 µM]	-5%	19%	0%
CCOC(=O)c1sc(Nc2ccccc2)nc1C	8%	-18%	-3%	1%	u	-8%	-1%	-14%
O=C(Nc1ccccc1F)Nc1ccccc1OC(F)F	-7%	-52%[inhibitor]	-5%	6%	-11%	-8%	12%	-1%
CC(=O)NNC(=O)c1cc2sccc2s1	1%	9%[10 µM]	7%	u	-5%	1%	-15%	-7%
CC(C)Cc1ccc(/C=C/C(=O)NC2CC2)cc1	2%	-27%[10 µM]	-5%	-1%	12%	-1%	7%	13%
C=CCNCCCOc1ccc(Cl)cc1C(C)(C)C	4%	-15%[10 µM]	-3%	-2%	-9%	4%	3%	-7%
CC(=O)Nc1ccc(Nc2cc(-c3ccccc3)nc3ncnn23)cc1	6%	6%[10 µM]	1%	-1%	-10%	-1%	-5%	-16%
NNC(=O)c1nnn(-c2nonc2N)c1CN1CCc2ccccc2C1	-1%	-4%	8%	-9%	0%	0%	u	3%
CCN(CC)S(=O)(=O)c1ccc(N2CCOCC2)c(NC(=O)Cc2ccccc2)c1	8%	-10%[10 µM]	-2%	-4%	-12%	-3%	-3%	-12%

Compound activity deposited in PubChem by National Center for Advancing Translational Sciences (NCATS).

The order is random, and some 3.3% of all compounds hit somewhere here.
